Bioassay records from PubChem BioAssay.
Tn7 DDE FP – inhibitors of Tn7 peptide binding to human fibrin DD(E). P02675. AID 720508. FP displacement of FITC-Tn7 peptide from fibrin DD(E); 0% = median of compound wells per plate. 0.13% of 370,000 active. inhibition, % at 8.3 µM;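 active = inhibition above the mean of compounds falling within the control limits plus 3 SD of them, cut at about 14% in these data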;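 note: 0% = plate median of compound wells and 100% = 10 µM Aha-Tn7 peptide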
Target sequence (P02675 whole entry, looked up): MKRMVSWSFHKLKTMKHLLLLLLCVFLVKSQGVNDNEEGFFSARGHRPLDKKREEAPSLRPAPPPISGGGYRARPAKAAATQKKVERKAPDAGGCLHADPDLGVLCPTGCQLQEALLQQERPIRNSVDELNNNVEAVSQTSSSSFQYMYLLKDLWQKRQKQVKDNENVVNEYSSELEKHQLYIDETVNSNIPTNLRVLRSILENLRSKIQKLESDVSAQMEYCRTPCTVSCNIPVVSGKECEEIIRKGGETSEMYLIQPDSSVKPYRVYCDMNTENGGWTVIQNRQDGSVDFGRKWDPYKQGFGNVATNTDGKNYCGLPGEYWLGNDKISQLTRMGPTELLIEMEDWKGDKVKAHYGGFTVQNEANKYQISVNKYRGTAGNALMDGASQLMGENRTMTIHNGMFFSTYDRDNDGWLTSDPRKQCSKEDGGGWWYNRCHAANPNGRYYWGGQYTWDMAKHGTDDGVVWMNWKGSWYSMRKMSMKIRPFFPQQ
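system = human fibrin DD(E) protein | quantity = DD(E) 2 µM final | medium = Tris/NaCl/CaCl2 buffer, pH 7.8 | also added = labelled Tn7 tracer, 0.1 µM | compound dosing = single point at 8.3 µM | timing = compound with protein 10 min, then 3 h after probe, room temperature | signal = FP measurement | benchmarks = Aha-Tn7 high control | repeats = one replicate per compound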
ABHD4 inh – ABHD4 (mouse) inhibition, primary FP screen | Q8VD66 | purified mABHD4, FP-Rh probe fluorescence polarization | inhibition, % at 8.92 µM | 0.54% of 370,000 active | AID 720543;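 active = inhibition exceeding the mean over every tested compound plus 3 SD, cut at about 30% in these data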;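 note: 0% = plate median of compound wells and 100% = S159A mutant with DMSO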
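Assay system: mouse ABHD4 enzyme, wild type / Also added: fluorescent activity-based probe FP-Rh / Doses: single nominal dose of 8.92 µM, 0.89% DMSO final / Timing: 45 min compound pre-incubation plus 60 min probe step, 25 °C / Signal: FP readout, ex 525 nm / em 598 nm / Control set: S159A mutant/DMSO as 100%, compound-well median as 0%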
LEDGF integ inh – blocks HIV-1 LEDGF/p75-dependent DNA integration. TR-FRET IN-LEDGF/p75 DNA integration, Eu/Cy5. inhibition, % at 3.7 µM. 0.64% of 370,000 active. AID 743269;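 active = inhibition above the screen-wide mean plus 3 SD, cut at about 13% in these data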;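 note: signal is the Cy5 over europium emission ratio at 671 and 618 nm; 0% = plate median of compound wells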
UHRF1 binding – human UHRF1 methylated DNA binding inhibitors; Q96T88; UHRF1 binding to methylated oligo, TR-FRET; inhibition, % at 4.4 µM; 0.75% of 370,000 active; AID 687016; in the data active = inhibition above about 21%;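 note: UHRF1 SRA domain binding a hemimethylated CpG hairpin DNA probe; 0% = median of test compound wells and 100% = reference inhibitor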
SIAE inh – inhibitors of human sialic acid acetylesterase SIAE; Q9HAT2; SIAE FP-Rh probe binding, fluorescence polarization; inhibition, % at 9.66 µM; 0.69% of 370,000 active; AID 1053197;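 active = inhibition above a cutoff: mean of compounds within the control limits plus 3 SD of those, cut at about 17% in these data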;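 note: 0% = plate median of compound wells and 100% = probe without SIAE protein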
PRMT1 FP inh – blocks human protein arginine methyltransferase 1; Q99873; recombinant PRMT1, activity-based probe fluorescence polarization; inhibition, % at 2.79 µM; 1.3% of 370,000 active; AID 652257;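 active = inhibition above about 21% made by adding two undisclosed values, limit read from the data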
Target sequence (Q99873 whole entry, looked up): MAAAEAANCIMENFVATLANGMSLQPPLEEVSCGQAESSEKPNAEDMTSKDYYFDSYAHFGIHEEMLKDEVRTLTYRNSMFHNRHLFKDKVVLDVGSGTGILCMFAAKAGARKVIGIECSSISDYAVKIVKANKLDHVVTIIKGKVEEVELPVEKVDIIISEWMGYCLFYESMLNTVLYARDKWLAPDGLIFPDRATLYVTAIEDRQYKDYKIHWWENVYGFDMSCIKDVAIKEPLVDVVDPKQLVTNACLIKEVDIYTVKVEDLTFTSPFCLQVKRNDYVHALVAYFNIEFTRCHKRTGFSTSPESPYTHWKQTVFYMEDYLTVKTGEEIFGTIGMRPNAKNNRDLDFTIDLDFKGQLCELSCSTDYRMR
TDP2 absorb – TDP2 (human) inhibition, absorbance primary screen | O95551 | recombinant TDP2, T5PNP hydrolysis, p-nitrophenol absorbance 415 nm | inhibition, % at 12.8 µM | 0.34% of 370,000 active;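 active = inhibition above the mean of all tested compounds plus 3 SD, set per campaign, cut at about 25% in these data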;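 note: 0% = DMSO with enzyme and 100% = buffer with substrate but no TDP2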
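Assay system: Recombinant human TDP2 | Quantity: 120 nM TDP2 per well | Incubation: 2 h at 37 °C | Signal: Epi absorbance | Evaluation: Percent inhibition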
TCR CD3 inh – human TCR-CD3 binding inhibition. inhibition, % at 9.4 µM. TAMRA-labeled TCR probe fluorescence, biochemical. AID 651800. 0.37% of 360,000 active; in the data active = inhibition above about 19%;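 note: recombinant mutant TCR 2C K166C tagged with TAMRA read by polarization; 0% = receptor in buffer alone and 100% = receptor with positive control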
HTRA1 inh – inhibitors of human serine peptidase HTRA1. inhibition, % at 5.96 µM. Q92743. 0.5% of 340,000 active. recombinant HTRA1, FP-rhodamine activity-based probe, fluorescence polarization; in the data active = inhibition above about 36%;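 note: 0% = enzyme with DMSO and 100% = wells lacking enzyme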
PG9 binder – PG9 antibody binding by small molecule; TR-FRET gp120-PG9 antibody binding; inhibition, % at 6.7 µM; 0.43% of 360,000 active; in the data active = inhibition above about 8.5%
Starred values were filed as active, the others as inactive; / = no result given.

cpd	SMILES	TCR CD3 inh	ABHD4 inh	PG9 binder	UHRF1 binding	HTRA1 inh	PRMT1 FP inh	SIAE inh	LEDGF integ inh	Tn7 DDE FP	TDP2 absorb
1	Nc1ccc(Oc2ccc(N)c([N+](=O)[O-])c2)cc1[N+](=O)[O-]	-2	3	-0.2	-3	5	10	3	-2	0	-19
2	CCOC(=O)c1cc2c(ccn2C)n1CC(=O)N1CCN(c2ccc(F)cc2)CC1	-7	2	-0.4	-1	-13	-2	4	0	-5	5
3	Cc1ccc(C)c(N2CCN(C(=O)CCCCCn3c(=S)[nH]c4ccc(N5CCOCC5)cc4c3=O)CC2)c1	3	20	1.8	-2	-1	0	2	1	2	-5
4	Cn1cncc1C#Cc1ccc2cc(C3(O)CCCCC3)oc(=O)c2c1	6	4	0.6	2	-4	0	-2	3	-2	4
5	COc1cccc(OC)c1C(=O)Nc1ccc2c(c1)n(C)c(=O)n2C	-5	0	0.2	3	10	-1	-3	4	-1	-9
6	CN(CC(=O)Nc1ccc(F)cc1)C(=O)CSc1nccn1C	-7	-5	-1.2	0	1	-1	-1	0	-6	-17
7	Cc1ccc(C(=O)N2CCCC(c3ccc(Cl)cc3)=N2)cc1	4	-7	-3.5	-2	-32	-2	0	-3	2	8
8	CC(=O)Nc1ccc(S(=O)(=O)Nc2nccc(/C=C/c3ccc(Cl)cc3)n2)cc1	8	3	-1.9	5	2	-2	-5	2	-1	10
9	CCOC(=O)N(C)c1c(CC)nc2c(OCc3ccc(F)c(F)c3)cccn12	-6	8	-2.0	-2	/	4	9	1	2	4
10	O=C(NCCN1CCCC1)c1ccc2c(=O)n(CCc3ccccc3)c(=O)[nH]c2c1	6	-5	-2.4	3	-31	1	-21	4	-4	-4
11	CCOC(=O)Nc1cc(Br)c2c(c1)OCCO2	-3	-1	-1.9	0	-6	0	3	0	3	-3
12	CCOc1cc2c(C#N)c(N3CCCCC3)nc(N)c2c(N)n1	7	19	-1.1	-15	22	4	15	-1	2	-1
13	Cc1oc(-c2cccc(Cl)c2)nc1CS(=O)(=O)CC(=O)NC1CC1	2	-2	-0.2	0	3	-7	5	0	-2	-6
14	CN(C)c1ccc(/C=N/NC(=O)CSc2ccccn2)cc1	0	-3	-5.1	-1	-1	-6	1	2	5	-13
15	COc1ccccc1OCCn1c(C)c(C=O)c2ccccc21	-6	-1	-0.3	3	-5	5	-7	-1	3	-13
16	COc1cc(S(=O)(=O)NCCCN2CCOCC2)ccc1Cl	7	-1	1.7	-3	-7	0	-3	0	5	-1

In the list so far, these contain an aryl methoxy group:
cpd	SMILES	TCR CD3 inh	ABHD4 inh	PG9 binder	UHRF1 binding	HTRA1 inh	PRMT1 FP inh	SIAE inh	LEDGF integ inh	Tn7 DDE FP	TDP2 absorb
5	COc1cccc(OC)c1C(=O)Nc1ccc2c(c1)n(C)c(=O)n2C	-5	0	0.2	3	10	-1	-3	4	-1	-9
15	COc1ccccc1OCCn1c(C)c(C=O)c2ccccc21	-6	-1	-0.3	3	-5	5	-7	-1	3	-13
16	COc1cc(S(=O)(=O)NCCCN2CCOCC2)ccc1Cl	7	-1	1.7	-3	-7	0	-3	0	5	-1

Following part.
cpd	SMILES	TCR CD3 inh	ABHD4 inh	PG9 binder	UHRF1 binding	HTRA1 inh	PRMT1 FP inh	SIAE inh	LEDGF integ inh	Tn7 DDE FP	TDP2 absorb
17	Brc1ccccc1-c1nnc2sc(Cc3ccccc3)nn12	4	5	0.7	-1	-1	-1	-7	6	0	-5
18	CC1=C(C(=O)N2CCOCC2)CC(CC(=O)NCc2cccs2)C(=O)N1CCC1=CCCCC1 (centres undefined)	-2	2	-1.7	0	2	-8	0	1	-4	2
19	COc1ccc(NC(=O)N2CCCC2C(=O)Nc2ccccc2F)cc1 (centres undefined)	-4	7	1.2	0	3	7	6	-1	2	12
20	CCOCc1c(C(=O)NCC(c2ccco2)N2CCCC2)oc2ccccc12 (centres undefined)	-10	5	-1.5	14	-5	-3	-3	-3	4	-1
21	CCOC(=O)N1CCN(C(=O)c2ccc(NS(=O)(=O)c3ccc(C)cc3)cc2)CC1	-1	3	-2.1	0	5	-1	-3	2	0	3
22	N#Cc1ccccc1S(=O)(=O)N1CCN(C(=O)C2CCCC2)CC1	9	2	-0.2	1	-3	1	2	4	-1	3
23	Cc1ccc2c(Cl)cc(Cl)c(OCC(=O)Nc3cc(S(=O)(=O)N(C)C)ccc3C)c2n1	0	3	-2.1	0	-37	3	0	-2	5	2
24	CC1CC(C)CN(C(=O)COC(=O)c2nccnc2N)C1 (centres undefined)	3	-2	0.2	-3	8	2	4	0	-1	9
25	O=S(=O)(Nc1cccc2c1ccc1cccn12)c1cccs1	1	34*	-2.1	-2	14	16	10	4	4	6
26	CC(C)(C)NC(=O)CSc1nc2cccnc2n1C1CCCCC1	4	3	-0.9	-3	-2	-4	2	1	-4	0
27	O=C(NCCCn1ccnc1)c1cc(C(=O)C2CCCCC2)c[nH]1	-1	0	-1.4	0	-2	-2	-3	2	-11	1
28	O=C(CCS(=O)(=O)c1ccc(Br)cc1)Nc1ccc2c(c1)OCO2	5	6	-0.9	0	10	2	2	-3	10	-5
29	COc1ccc(CCN=C(N)Nc2nc(C)cc(C)n2)cc1	0	1	-0.3	0	13	-2	3	-6	8	-15
30	S=C(NCCc1ccccc1)N1CCN(C2CCCCC2)CC1	3	6	-0.2	-5	1	-2	-2	1	-2	9
31	COc1ccc(C(=S)N2CCN(c3ccccc3Cl)CC2)cc1OC	1	4	-1.3	1	-18	4	-3	-3	6	12
32	CC(c1nnc(SCC(=O)Nc2sccc2C#N)n1-c1ccc(Cl)cc1)N(C)C (centres undefined)	0	-3	1.1	-1	-6	-3	-5	-2	-6	8
33	CCOC(=O)N(C)[C@H]1C[C@H]2c3cc(-c4ccccc4C)ccc3CCN2C[C@H]1[C@H](C)O	6	-1	1.9	0	/	6	-1	-2	1	-2
34	NS(=O)(=O)c1ccc(CCNC(=O)CSc2ccsc2[N+](=O)[O-])cc1	0	17	0.0	-2	-4	3	8	3	-8	8
35	O=c1cc(-c2ccccc2Cl)oc2cccc(O)c12	8	0	0.0	5	-3	1	3	-6	-2	-7
36	O=C(Nc1ccc2snnc2c1)Nc1cccc2ccccc12	-3	-38	-2.5	0	-57	-4	-22	-1	-7	-6
37	Cc1sc2ncnc(N3CCN(c4ncccn4)CC3)c2c1C	5	6	-1.8	3	-1	-3	-1	5	-7	6
38	COCc1cc(C)nc(Oc2ccccc2)c1C#N	1	-4	-0.2	0	0	1	-8	0	-2	6
39	CN(CC(=O)Nc1cccc(F)c1)C(=O)c1cccc(S(=O)(=O)N2CC3(C)CC2CC(C)(C)C3)c1 (centres undefined)	-4	1	0.9	3	-26	0	9	0	-4	-3
40	CCCc1ccc(C(O)c2ncc(-c3ccc(C)cc3)[nH]2)cc1 (centres undefined)	7	-6	-1.2	-1	/	-1	1	-2	8	-1
41	COc1ccc(CCNC(=O)c2cccc3ccccc23)cc1OC	1	-1	-0.8	-1	9	-4	-2	-3	-1	-1
42	CN(CCO)C1=NS(=O)(=O)c2cc([N+](=O)[O-])ccc21	2	3	-1.1	2	0	-3	10	1	-3	8
43	Cc1ccc(C(=O)C(OC(=O)CNC(=O)c2ccc(Cl)cc2)c2ccccc2)cc1 (centres undefined)	0	-22	-1.4	0	-41	2	-20	0	-1	5
44	COc1ccc(Cl)cc1NC(=O)CN(C)C(C)C(=O)NCC1CCCCC1 (centres undefined)	0	5	0.6	1	-6	0	-2	3	-3	-7
45	CCN(CC)C(=O)C1=C(C)N(CCCN2CCCC2=O)C(=O)C(CC(=O)NCc2ccco2)C1 (centres undefined)	1	4	1.1	0	0	3	6	0	-8	-1
46	Cc1cc(NC(=O)COC(=O)c2ccccc2S(=O)(=O)N(C)c2ccccc2)no1	2	-7	-0.2	-1	-13	-2	4	-1	4	0
47	COc1ccc(NC(=O)c2cc3cc(OC)ccc3oc2=O)cc1	-7	0	2.4	1	6	7	1	-3	1	2
48	O=C(NC1CCCCN(Cc2ccc(Cl)cc2)C1=O)c1c(F)cccc1F (centres undefined)	/	-9	/	-2	/	-8	-4	9	-3	-1
49	COc1ccc2cc(C3CC=C(COC(C)=O)CN3S(=O)(=O)c3ccccc3[N+](=O)[O-])n(C(=O)OC(C)(C)C)c2c1 (centres undefined)	6	-8	-2.0	-2	/	-4	-3	0	1	1
50	C/C(=N/OC(=O)c1ccc(Cl)cc1Cl)c1oc(C)nc1C	2	6	-0.5	-1	7	-1	1	-1	6	0
51	Cc1cc(C)c(C#N)c(SCC(=O)OC2CCCCC2)n1	-5	6	0.1	4	-2	0	-1	-1	-1	-9
52	O=C(Nc1ccccc1)N(O)c1ccc(Cl)cc1	3	7	-0.1	-5	2	5	4	2	-2	-4
53	Nc1[nH]c(C(=O)c2ccccc2)c(-c2ccc(O)cc2)c1C(=O)NCCc1c[nH]c2ccccc12	/	28	/	-1	/	1	10	-3	-4	-13
54	Cc1cccc2sc(NC(=O)[C@H](C)N3C(=O)C4CC=CCC4C3=O)nc12 (some centres undefined)	-8	-8	-0.5	1	-1	-1	-4	4	1	-12
55	CCCN1CCC(NC(=O)Nc2cc(Cl)ccc2OC)CC1	0	-3	-3.0	-2	6	-3	14	-1	-3	9
56	CN1CCC(N(C)C(=O)CCc2nc3ccccc3n2-c2ccccc2)CC1	2	5	0.2	0	3	1	4	-5	-4	-4
57	C=CCn1c(CNC(=O)c2ccco2)nnc1SCC(=O)Nc1cccc(F)c1	-2	1	-1.4	0	6	5	-6	-7	5	-6
58	COc1ccc(C2c3sc(=O)[nH]c3SCC2C(N)=O)cc1 (centres undefined)	3	-14	0.2	-3	-4	9	6	-2	-4	3
59	O=C(COc1ccccc1)Nc1nc2ccccc2[nH]1	3	-4	0.6	-1	0	-1	7	-1	6	-1
60	COc1cccc(N(C(=O)CNC(=O)c2ccco2)C(C(=O)NC2CCCC2)c2ccncc2)c1 (centres undefined)	1	-2	-0.9	-5	0	-3	2	-1	-8	1
61	Cc1noc(C)c1S(=O)(=O)Nc1ccccc1Oc1ccccc1	-6	-3	-0.1	0	-3	-2	0	3	3	8
62	C=CCNC(=O)c1ccccc1CCc1ccccc1	2	6	0.3	2	3	4	9	-3	2	9
63	O=C(c1ccc(Br)s1)N1CCN(c2ncccn2)CC1	3	1	-0.7	1	-2	-3	4	4	5	3
64	CCOC(=O)C1CCN(C(=O)Nc2ccc(Cl)cc2)CC1	-7	11	-0.4	-2	-1	-2	0	-2	2	5
65	CC(CCC(=O)O)C1CCC2C3CCC4CC(O)CCC4(C)C3CC(O)C12C (centres undefined)	3	-4	-2.6	0	/	-3	-4	4	0	2
